# L3MBTL1 inh – inhibitors of human L3MBTL1; AlphaScreen L3MBTL1–H3K9me1 peptide binding; Potency, µM (titrated, usually from 57.1 µM), inactives show top-dose activity, negative = inhibition, usual class: inhibitors; 230,000 tested, 0.66% active; note: % is set by controls: 0 for no effect and ±100 for the full control effect; nearly all actives have a fitted effect of over 60% in size
# Target sequence (Q9Y468 whole entry, looked up): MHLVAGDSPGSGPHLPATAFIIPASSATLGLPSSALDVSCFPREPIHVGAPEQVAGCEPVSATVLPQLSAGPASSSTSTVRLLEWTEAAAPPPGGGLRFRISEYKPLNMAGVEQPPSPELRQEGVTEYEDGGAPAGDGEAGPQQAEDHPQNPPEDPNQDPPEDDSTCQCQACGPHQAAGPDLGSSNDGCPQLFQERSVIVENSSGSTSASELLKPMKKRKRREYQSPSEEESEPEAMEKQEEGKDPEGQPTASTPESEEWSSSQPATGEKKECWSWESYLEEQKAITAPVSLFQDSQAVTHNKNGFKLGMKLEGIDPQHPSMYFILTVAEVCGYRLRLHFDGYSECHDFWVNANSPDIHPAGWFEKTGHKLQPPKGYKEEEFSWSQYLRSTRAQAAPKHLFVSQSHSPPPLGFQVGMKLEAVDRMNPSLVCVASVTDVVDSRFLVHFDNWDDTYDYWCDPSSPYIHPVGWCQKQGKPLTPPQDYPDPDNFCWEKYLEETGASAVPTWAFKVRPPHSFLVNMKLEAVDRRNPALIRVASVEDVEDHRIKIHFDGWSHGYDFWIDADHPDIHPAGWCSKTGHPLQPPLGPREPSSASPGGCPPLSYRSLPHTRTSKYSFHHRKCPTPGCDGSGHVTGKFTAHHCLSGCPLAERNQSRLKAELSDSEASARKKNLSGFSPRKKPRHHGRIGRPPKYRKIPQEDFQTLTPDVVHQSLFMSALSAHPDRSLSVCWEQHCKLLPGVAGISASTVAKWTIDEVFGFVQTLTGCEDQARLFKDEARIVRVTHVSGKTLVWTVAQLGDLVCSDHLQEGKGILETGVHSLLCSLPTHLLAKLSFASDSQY
#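 First, the protein-peptide complex forms for 30 min at room temperature (L3MBTL1 50 nM, biotinylated H3K9me1 peptide 75 nM). Next, compounds are pin-transferred and incubated 30 min. Finally, AlphaScreen beads are added and read after 30 min.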
# TRb SRC2 PPI – disrupts binding of human TR beta to SRC2. Potency, µM (doses to about 106 µM), for inactives: top-dose activity change, negative = inhibition, usual class: inhibitors. P10828. TRbeta-SRC2 peptide binding, fluorescence polarization; receptor liganded with 1 µM T3. 280,000 tested, 0.065% active;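 note: plate controls were bound peptide for no effect and peptide without receptor for full effect; nearly all actives have a fitted effect of over 50% in size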
#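 Polarization signal, normalized between peptide-alone and full complex controls, measured compound effects on T3-liganded human TRb LBD (0.6 uM) binding 20 nM Texas Red SRC2 peptide after 5 hr.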
# TR SRC2 fluor cs – alters Texas Red total fluorescence, flagging assay interference | 280,000 tested, 0.29% active | TRb/SRC2 Texas Red total fluorescence interference | AID 1479 | Potency, µM (titrated, usually from 106 µM), for the others: top-dose fluorescence change, negative = quenching; active = well fitted curve in either direction with a large enough effect; inconclusive = small, poorly fitted or top-dose-only effect; note: % is set by controls: 0 for no effect and ±100 for the full control effect
#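 Human TRβ ligand-binding domain (0.6 uM) and Texas Red SRC2 peptide (20 nM) in Tris buffer with 1 uM T3 and 5% DMSO were incubated with pinned compound for 5 hr at ambient temperature. Total fluorescence was computed as S + 2P (555/632 nm).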
# Tau FP inhib – tau fibrillization inhibition (FP) | 280,000 tested, 0.39% active | Potency, µM (titrated, usually from 57.7 µM), inactives show top-dose activity, negative = inhibition, hits mostly inhibitors | K18 P301L tau heparin fibrillization, Alexa594 FP, 6 h; note: % is set by controls: 0 for no effect and ±100 for the full control effect; nearly all actives have a fitted effect of over 55% in size
# Target sequence (P10636 561-689 P618L limits assumed): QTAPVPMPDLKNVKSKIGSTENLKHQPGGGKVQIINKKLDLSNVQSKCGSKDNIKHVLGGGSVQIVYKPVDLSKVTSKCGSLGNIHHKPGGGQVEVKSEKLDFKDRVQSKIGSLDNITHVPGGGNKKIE
#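 Heparin (20 uM) drove fibril formation of recombinant tau K18 P301L, 15 uM unlabeled with 0.24 uM Alexa 594 label, for 6 hr at 37 C in 100 mM sodium acetate pH 7. Fluorescence polarization (555/632 nm) read 1 hr after 30 uM ThT.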
# Tau ThT inhib – blocks human tau fibril formation measured by thioflavin T; AID 1460; recombinant tau K18 P301L, heparin-induced fibrillization, ThT fluorescence; Potency, µM (series often up to 57.4 µM), without a hit: at the highest dose activity, negative = inhibition, most hits filed as inhibitors; 270,000 tested, 2.1% active; note: % is set by controls: 0 for no effect and ±100 for the full control effect; nearly all actives have a fitted effect of over 55% in size
#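 Using a mix of unlabeled (15 uM) and Alexa 594-labeled (0.24 uM) tau K18 P301L, heparin-triggered fibrillization over 6 hr at 37 C was scored by ThT fluorescence.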
# Tau fluor cs – counter-screen for tau fibril formation inhibitors | 280,000 tested, 0.93% active | tau K18 P301L (four-repeat tau fragment) Alexa594 fluorescence, heparin fibrillization | Potency, µM (top dose mostly 57.7 µM), without a hit: top-dose activity change, negative = decrease; note: % is set by controls: 0 for no effect and ±100 for the full control effect; nearly all actives have a fitted effect of over 55% in size
#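 Human K18 P301L tau (15 uM unlabeled plus 0.24 uM Alexa 594-labeled, final) in 100 mM sodium acetate pH 7 was mixed with compound and 20 uM heparin and incubated 6 hr at 37 C.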
# HTT ATP protect – Huntington cell model cytoprotection by ATP luminescence. 230,000 tested, 0.14% active. AID 1471. Potency, µM (highest dose often 56.4 µM), without a hit: cytoprotection (ATP increase), actives largely listed as activators. PC12 HTT-Q103 induced, cytoprotection, ATP luminescence, 40 h;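 note: % of control where 0% means no effect; nearly all actives have a fitted effect of over 45% in size; toxic huntingtin expression switched on by the ecdysone agonist tebufenozide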
#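 Compounds added alongside 100 nM tebufenozide, which induces toxic Q103 huntingtin exon 1-GFP in stable PC12 cells; surviving cells quantified by luminescent ATP measurement. Medium: phenol red-free DMEM, 5% equine and 5% calf serum.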
# RECQ1 inh – inhibitors of human RECQ1 DNA helicase | P46063 | RECQ1 DNA unwinding, red fluorescence kinetic read | Potency, µM (top dose mostly 57.3 µM), inactives show top-dose activity, negative = inhibition, usual class: inhibitors | 240,000 tested, 0.54% active | AID 2549;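 note: plate controls were vehicle for no effect and no enzyme for full effect; nearly all actives have a fitted effect of over 30% in size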
#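 RECQ1T1 50 nM; forked duplex (20 bp + 30-nt ss tails) 200 nM, ATP 2 mM final; pH 8.0, 2 mM MgCl2, 2.5 ug/ml poly(dI-dC); 15 min compound preincubation; discontinuous kinetic read over 2 h at RT.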
# The depositor's hits bear a star; i = inactive; ? = inconclusive; . = no result given; [ ] = dose if it differs, or a comment. Unless noted, calls come from the whole dose curve; as a rule, active = well fitted curve in the direction sought with a large enough effect; inconclusive = small, poorly fitted or top-dose-only effect, or another doubt; inactive = no such curve, though single readings can be large; an effect the other way counts as inactive or inconclusive. Potency is the fitted concentration of half-maximal effect.
SMILES,L3MBTL1 inh,TRb SRC2 PPI,TR SRC2 fluor cs,Tau FP inhib,Tau ThT inhib,Tau fluor cs,HTT ATP protect,RECQ1 inh
Cc1csc(SCC(=O)N2CCN(S(=O)(=O)c3ccccc3)CC2)n1,14%,-9%,-2%,-10%,7%,0%,-29%[10 µM],-6%
CCN1C(=O)N[C@@H](c2ccccc2)C(C(=O)OC)=C1C,.,2%[11.2 µM],-2%[11.2 µM],1%[11.6 µM],-9%[11.5 µM],-17%[11.6 µM],-12%[10 µM],4%[11.5 µM]
Cc1cc(OC(C)C(=O)Nc2cccc(-c3nc4ccccc4o3)c2)cc(C)c1Cl (centres undefined),.,-8%,-3%,-5%,-7%,-25%,.,.
CCOc1ccc(S(=O)(=O)N2CCC(c3ccncc3)CC2)cc1,.,-7%,0%,-9%,-9%,-9%,.,.
N#Cc1c(SCC(=O)N2CCOCC2)nsc1SCC(=O)N1CCOCC1,-1%[11.4 µM],-2%,-5%,8%,3%,10%,-1%,-5%
C/C(CC(=O)C(F)(F)F)=N\NC(=O)/C(C#N)=C/N(C)C,10%,2%,0%,4%,-13%,-4%,5%,i
Cc1ccc(Cl)cc1N1CCN(S(=O)(=O)c2ccc3c(c2)CCCN3C(=O)C2CCC2)CC1,.,-3%,1%,4%,-1%,-2%,.,.
CCc1nnc(NC(=O)CSc2nnc(-c3ccncc3)n2Cc2ccccc2)s1,4%,-8%,-2%,-4%,-3%,-4%,-9%[10 µM],i
Nc1ccc(C(=O)OCC(=O)Nc2cc([N+](=O)[O-])ccc2F)cc1,-9%,-3%,?,11%,?,-18%,8%[1.9 µM],-8%
COc1cccc(C2NC(C)(C(=O)O)C3C(=O)N(C(C)C)C(=O)C23)c1O (centres undefined),.,-10%,0%,-3%,-5%,-2%,6%,-8%
COc1ccc2nc(COC(=O)c3cccs3)c(C(C)=O)[n+]([O-])c2c1,9%,6%,0%,-4%,-11%,-7%,-5%[10 µM],-13%
CC(C)(C)C(=O)Cn1c(=O)n(CC2CCCO2)c(=O)c2ccccc21 (centres undefined),-1%,4%,-2%,-8%,-3%,-3%,.,-5%
CCc1cc(C(=O)COc2ccc(F)cc2)c(O)cc1O,3%,-3%,-6%,-8%,?,-25%,26%,-7%
COc1ccccc1N1CCN(S(=O)(=O)c2ccc(Br)s2)CC1,.,-1%,-1%,-1%,-13%,-24%,3%[10 µM],-16%
Cn1c(NC(=O)c2ccc(F)c(F)c2)cc(=O)n(C)c1=O,1%,-15%,-1%,2%,-11%,-3%,15%[10 µM],-7%
CC(=O)Nc1nonc1-c1nc2ccccc2n1Cc1ccccn1,4%,-6%,2%,-2%,-9%,-3%,?,-14%
COc1cccc(CNC(=O)C2CCCN(S(=O)(=O)c3c(C)[nH]c(=O)[nH]c3=O)C2)c1 (centres undefined),.,-2%,-2%,1%,-12%,-4%,-3%,-7%
O=C(O)Cc1c(C(=O)O)nnn1-c1cccc(C(F)(F)F)c1,2%,-15%,-1%,2%,-1%,4%,0%,-3%
NCC1CCC(N)C(O[C@@H]2C(O)[C@H](O[C@H]3OC(CO)C(O)C(N)C3O)[C@@H](N)C[C@H]2N)O1 (some centres undefined),.,1%,-2%,-12%,-4%,-7%,-4%,-6%
CC(=O)c1ccc(NS(=O)(=O)c2cc(-c3cc(C)no3)ccc2C)cc1,.,6%,-1%,-14%,-8%,-23%,.,.
Cc1ccc(C(=O)CSc2nc(-c3ccccc3)ccc2C#N)cc1,10%,5%,0%,-3%,?,?,4%[10 µM],i
Cc1cc(C(=O)Nc2ccccc2)c(C)o1,.,0%,-4%,2%,-14%,-5%,-29%,-2%
COCCCNc1nc2c(c(=O)[nH]c(=O)n2C)n1CC(O)COc1ccccc1C (centres undefined),.,-5%,2%,10%,-5%,-10%,-36%,-13%
N#Cc1ccc(C(=O)NCC(c2ccco2)N2CCCC2)cc1 (centres undefined),-10%,-3%,2%,5%,-11%,-1%,1%,-9%
CCn1ccc2cc(S(=O)(=O)N3CCCN(C(=O)Nc4ccc(C)c(F)c4)CC3)ccc21,.,0%,?,1%,6%,5%,.,.
CC1=C(C(=O)Nc2ccccc2)C(c2ccccc2)n2nc(-c3ccco3)nc2N1 (centres undefined),.,3%,1%,8%,-1%,-20%,.,.
Cc1cccc(NC(=S)NCc2ccc3c(c2)cc(C)n3C)c1C,-22%,1%,-6%,5%,12%,10%,2%[10 µM],i
Cc1ccc(NC(=O)Cn2nnc3ccccc32)c(C)c1,0%,-2%,2%,-1%,5%,7%,-10%[10 µM],i
C(=N\Nc1nc2ccccc2[nH]1)/c1ccncc1,.,7%,-7%,?,?,-22%,-35%[inhibitor],-10%
COCCCn1c(=O)/c(=C\c2ccccc2OC(F)F)s/c1=C(/C#N)C(N)=O,.,-3%,1%,-1%,-9%,-10%,-25%,-4%
CCCOc1cccc(C(=O)N(Cc2ccc(C)o2)C2CCS(=O)(=O)C2)c1 (centres undefined),.,-11%,4%,-10%,-8%,-17%,.,.
CCOc1ccccc1-c1nc(C(N)=O)c2[nH]c(=O)n(-c3ccccc3)c2n1,-5%,0%,2%,1%,-11%,-12%,-1%,i
Nc1nnc(SCC(=O)c2ccco2)s1,3%,1%,0%,0%,-12%,-2%,3%,-4%
O=C(Nc1ccc(OC(F)(F)F)cc1)c1ccc2ccccc2n1,.,-1%,-3%,-8%,-6%,-14%,-47%[inhibitor],-6%
CO/N=C/C(=N\Nc1ccc(C)cc1)C(=O)c1ccc(OC)cc1,.,0%,-1%,-10%,?,-29%,-75%[inhibitor],-11%
Cn1c(=O)n(Cc2ccco2)c(=N)c2c3c(sc21)CCC3,.,-7%,-2%,0%,-2%,-4%,-3%[0.074 µM],-9%
CN1c2ccccc2C(C)(C)C12CC(c1ccc(S(=O)(=O)N3CCCCC3)cc1)=NO2 (centres undefined),-2%,6%,0%,11%,0%,-11%,-5%[10 µM],i
CCc1nnc(NC(=O)CCc2ccc(C)o2)s1,.,2%,-1%,-4%,-13%,-11%,8%[10 µM],i
O=C(c1ccc(Cl)c(S(=O)(=O)NCc2ccccc2)c1)N1CCN(c2ccccn2)CC1,1%,-9%,-1%,14%,-10%,-4%,-41%[inhibitor],-10%
O=C(/C=C/c1ccccc1)Nc1nc(-c2cccs2)ns1,.,-2%,1%,-5%,16%,-4%,.,.
CCOc1ccccc1-c1nc(SCC(=O)c2ccc(OC)c(Br)c2)n[nH]1,.,1%,2%,-11%,-2%,-15%,.,.
COc1ccc(NC(=O)CC2SC3=NCCN3C2=O)cc1 (centres undefined),1%,-7%,-2%,0%,8%,2%,-31%,i
Cc1cc2ccccn2c1C(C[N+](=O)[O-])c1ccc(N(C)C)cc1 (centres undefined),-18%,-1%,-2%,?,?,?,?,i
O=c1[nH]n2c(=O)c3c([nH]c2c1N=Nc1cccc(Cl)c1)CCC3,3.5µM*,12%,0%,2%,-1%,1%,.,5%

# Individual results from above.
# Cn1c(=O)n(Cc2ccco2)c(=N)c2c3c(sc21)CCC3 – Tau ThT inhib = -2%
# Cc1cc2ccccn2c1C(C[N+](=O)[O-])c1ccc(N(C)C)cc1 (centres undefined) – TRb SRC2 PPI = -1%

# Not a retest: 12 of the compounds above.
SMILES,L3MBTL1 inh,TRb SRC2 PPI,TR SRC2 fluor cs,Tau FP inhib,Tau ThT inhib,Tau fluor cs,HTT ATP protect,RECQ1 inh
Nc1nnc(SCC(=O)c2ccco2)s1,3%,1%,0%,0%,-12%,-2%,3%,-4%
O=C(Nc1ccc(OC(F)(F)F)cc1)c1ccc2ccccc2n1,.,-1%,-3%,-8%,-6%,-14%,-47%[inhibitor],-6%
CO/N=C/C(=N\Nc1ccc(C)cc1)C(=O)c1ccc(OC)cc1,.,0%,-1%,-10%,?,-29%,-75%[inhibitor],-11%
Cn1c(=O)n(Cc2ccco2)c(=N)c2c3c(sc21)CCC3,.,-7%,-2%,0%,-2%,-4%,-3%[0.074 µM],-9%
CN1c2ccccc2C(C)(C)C12CC(c1ccc(S(=O)(=O)N3CCCCC3)cc1)=NO2 (centres undefined),-2%,6%,0%,11%,0%,-11%,-5%[10 µM],i
CCc1nnc(NC(=O)CCc2ccc(C)o2)s1,.,2%,-1%,-4%,-13%,-11%,8%[10 µM],i
O=C(c1ccc(Cl)c(S(=O)(=O)NCc2ccccc2)c1)N1CCN(c2ccccn2)CC1,1%,-9%,-1%,14%,-10%,-4%,-41%[inhibitor],-10%
O=C(/C=C/c1ccccc1)Nc1nc(-c2cccs2)ns1,.,-2%,1%,-5%,16%,-4%,.,.
CCOc1ccccc1-c1nc(SCC(=O)c2ccc(OC)c(Br)c2)n[nH]1,.,1%,2%,-11%,-2%,-15%,.,.
COc1ccc(NC(=O)CC2SC3=NCCN3C2=O)cc1 (centres undefined),1%,-7%,-2%,0%,8%,2%,-31%,i
Cc1cc2ccccn2c1C(C[N+](=O)[O-])c1ccc(N(C)C)cc1 (centres undefined),-18%,-1%,-2%,?,?,?,?,i
O=c1[nH]n2c(=O)c3c([nH]c2c1N=Nc1cccc(Cl)c1)CCC3,3.5µM*,12%,0%,2%,-1%,1%,.,5%

# Source: PubChem (National Center for Advancing Translational Sciences (NCATS))

# Some of the compounds tested; the hit share may differ from the screen's.
